BoNT A protease: blocks Botulinum neurotoxin A light chain protease. multiplex microsphere protease substrate cleavage, flow cytometry. 0.17% of 360,000 active. inhibition, % at 10 µM. AID 588499; further: plate controls were buffer without enzyme for full effect and enzyme alone for no effect
SARS 3CLpro inh: SARS-CoV 3CLpro protease inhibition. 0.14% of 290,000 active. recombinant SARS-CoV 3CLpro, quenched FRET peptide cleavage. inhibition, % at 6 µM; in the data active means inhibition above about 12%
Y pestis TopoI: Y. pestis Topo-I inhibition via cleavage products; Y. pestis Topo-I cleavage product accumulation, plate reader; activity, % at 10 µM; 0.064% of 360,000 active; in the data active means activity above about 50%, passing the limit was not always enough; inconclusive means no clear call, values can overlap the other calls; further: inactives centre near 2
PfHsp40 yeast: rescue of PfHsp40-mediated yeast toxicity; S. cerevisiae expressing PfHsp40, growth rescue, ATP luminescence; growth rescue, % at 12.5 µM; 0.68% of 340,000 active; AID 504582; in the data active means growth rescue above about 28%, passing the limit was not always enough; inconclusive means no clear call, values can overlap the other calls;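 further: yeast W303a lacking pdr1 and pdr3 grown in galactose medium; growth measured after three days at 30 °C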
BH1578 lux ind: induces V. cholerae light production without autoinducers | V. cholerae BH1578 lux reporter, luminescence, 6 h | activation, % at 18.7 µM | 0.16% of 350,000 active; in the data active means activation mostly above about 9.7%, no sharp cut-off; inconclusive means no clear call, values can overlap the other calls; inactive means mostly below about 3.7%; further: not every result past the cut was called active; inactives centre near 0; reference of the scale not given here
TcdB GH inh: inhibitors of Clostridioides difficile toxin B glycohydrolase. P18177. TcdB glycohydrolase enzymatic assay, plate reader. inhibition, % at 9.99 µM. 0.24% of 350,000 active; in the data active means inhibition above about 10%
SSB-PriA inh: K. pneumoniae PriA-SSBct interaction inhibition; inhibition, % at 33 µM; AlphaScreen SSBct-PriA binding, biotinylated peptide; 0.6% of 430,000 active; in the data active means inhibition mostly above about 37%, no sharp cut-off; inactive means mostly below about 20%;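 further: plate controls were negative control peptide for no effect and reference peptide for full effect; strong numbers were not always called active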
PrPC surface inh: reduces human prion protein on the cell surface | P04156 | cell surface PrPC, TR-FRET read-out | inhibition, % at 13.8 µM | 0.43% of 370,000 active | AID 720596; in the data active means inhibition above about 24%; further: 0% = median of the test wells and 100% = reference compound wells
Anthrax LF prot: inhibitors of Bacillus anthracis lethal factor protease | P15917 | multiplex microsphere protease cleavage assay, LF | inhibition, % at 10 µM | 0.12% of 360,000 active | AID 588501; further: plate controls were buffer without enzyme for full effect and enzyme alone for no effect
* marks the source's active call; other numbers are inactive results; i = inactive; u = inconclusive; x = no result given. Unless noted, no stated cut-off is given here; in the data, active means inhibition above about 30%; inconclusive means no clear call, values can overlap the other calls; inactive means below that. A portion of the library, so the mix of outcomes need not match the whole.

Results follow in this order: BoNT A protease	SARS 3CLpro inh	Y pestis TopoI	PfHsp40 yeast	BH1578 lux ind	TcdB GH inh	SSB-PriA inh	PrPC surface inh	Anthrax LF prot
- O=C(CNC(=O)c1ccco1)OC(C(=O)c1ccccc1)c1ccccc1 (stereo not given)
→ -0.2	-2	-1	-0.8	i	x	-15	7	2
- CC(C)(C)c1nnc(NC(=S)Nc2ccccc2)s1
→ -0.3	1	6	-1.1	0.6	1.7	3	-2	0
- CC1(c2nnnn2Cc2ccccc2)CCC(=O)N1CCOc1ccccc1 (stereo not given)
→ 0.5	x	x	x	x	1.6	x	5	5
- Cc1ccc(Cn2c(N3CCCCCC3)nc3c2c(=O)[nH]c(=O)n3C)cc1
→ -1.0	-7	44	0.6	i	x	-17	9	1
- CNC(=O)c1cc2c(=O)n3cc(C)ccc3nc2n(C(C)C)c1=N
→ 1.5	0	0	-2.3	-0.3	x	-13	-8	-3
- O=C(CNC(=S)N(CCCN1CCOCC1)Cc1cccs1)NC1CC1
→ -0.2	1	4	0.9	-0.3	x	-5	-5	-2
- CCC(=O)Nc1ccc(NC(=O)CSc2nnc(-c3ccco3)n2C)cc1
→ -1.3	1	-7	-0.3	-0.5	1.8	-3	2	9
- CC(C)c1ccc(NC(=O)CSc2n[nH]c(=O)n2Cc2ccco2)cc1
→ x	-2	12	x	-0.4	1.5	-1	1	x
- NC(=O)c1c(NC(=O)c2cnccn2)sc2c1CCCC2
→ -0.6	0	4	-0.9	-1.0	-1.5	13	3	-8
- Cc1cc(C)nc(-n2ncc(C#N)c2N)n1
→ -0.9	3	-1	0.6	i	-0.2	4	5	0
- Cc1cccc2cc(C#N)c(SCC(=O)Nc3ccccc3N3CCOCC3)nc12
→ 2.1	3	-2	0.7	x	x	3	11	0
- COC(=O)c1cnn2c3c(c(C)nc12)CCCC3
→ -0.3	3	-1	-1.1	-0.3	x	-23	7	-2
- Cc1ccc(S(=O)(=O)NCCNC(=O)c2nonc2N)cc1
→ -1.4	0	-3	-3.2	i	x	-7	7	-3
- O=C(CN1CCN(c2ccccn2)CC1)Nc1ccccc1C(=O)Nc1ccccc1
→ x	x	2	0.4	i	-0.2	x	-5	x
- C=CCn1c(N)c(C(=O)N2CCOCC2)sc1=S
→ u	-2	-2	0.2	i	x	-14	-15	-2
- CC(=O)N(Cc1cccnc1)Cc1cc2ccc(C)cc2[nH]c1=O
→ 2.0	-2	-4	-1.1	-0.5	x	-2	-4	0
- Cc1c(Cl)cccc1NC(=O)[C@@H](NC(=O)c1ccccc1Cl)C(C)C
→ -2.8	-4	-2	-0.8	-0.3	0.4	-5	-1	-1
- Cc1cc(Br)ccc1SCC(=O)OCC(=O)Nc1ncc(C(F)(F)F)cc1Cl
→ -0.9	0	29	1.8	-0.5	x	-15	-3	-4
- CC(=O)NC(c1cccc(F)c1)c1nc(-c2cccc(C(F)(F)F)c2)cs1 (stereo not given)
→ -0.6	x	10	x	i	0.9	x	-2	-3
- O=C(Nc1ccon1)Nc1ccc(Cl)cc1Cl
→ 2.3	0	-12	1.9	-3.2	1.8	-1	6	-3
- CC1CCCC(NC(=O)C2CCC(CNc3c(N4CCCC4)c(=O)c3=O)CC2)C1C (stereo not given)
→ -0.2	2	-5	1.0	2.8	1.5	-13	0	6
- Cc1cc(N2CCN(C)CC2)ccc1NC(=O)c1c2c(nc3ccccc13)CCN(Cc1ccccc1)C2
→ 0.6	0	10	-0.7	-0.4	x	7	x	-8
- COc1ccc(NC(=O)c2cc(S(=O)(=O)N3CCCCC3)ccc2N2CCCCC2)cn1
→ -1.1	-4	-12	0.2	-12	x	6	5	1
- CCCCc1nnc(NC(=O)CN(C)S(=O)(=O)c2ccc(C)cc2)s1
→ -0.1	4	6	-0.5	i	0.3	-6	-5	-5
- COc1ccc(-n2c(SCC(=O)NCC3CCCO3)nc3ccccc32)cc1 (stereo not given)
→ 0.4	-3	21	0.3	i	x	-6	1	-2
- O=C(c1ccco1)N(CCCN1CCOCC1)c1nc(-c2ccc(F)cc2)cs1
→ -0.8	-1	1	0.4	-12	2.3	24	-5	-5
- CCOc1ccccc1/C=N/NC(=O)CSc1n[nH]c(=O)[nH]c1=O
→ -3.3	-2	2	1.9	i	0.4	x	-4	0
- CCOC(=O)Cc1csc(SCC(=O)Nc2ccc3[nH]c(=O)[nH]c3c2)n1
→ -1.2	x	-5	-0.7	-2.8	-3.3	4	-9	-1
- NS(=O)(=O)c1ccc(CNS(=O)(=O)Cc2ccc(Cl)cc2)cc1
→ -0.6	2	0	-2.4	-0.9	-3.7	-9	4	-3
- Cc1ccc(-n2ccc(=O)c(C(=O)Nc3ccc(S(=O)(=O)N4CCOCC4)cc3)n2)cc1
→ -2.0	-2	11	0.1	-0.4	0.0	5	-5	-3

Copied from the list.
For Anthrax LF prot, CCOC(=O)Cc1csc(SCC(=O)Nc2ccc3[nH]c(=O)[nH]c3c2)n1 is entered as -1
For PfHsp40 yeast, NC(=O)c1c(NC(=O)c2cnccn2)sc2c1CCCC2 is entered as -0.9

Four entries from above in another layout.
> Cc1ccc(Cn2c(N3CCCCCC3)nc3c2c(=O)[nH]c(=O)n3C)cc1
  BoNT A protease: -1.0 | SARS 3CLpro inh: -7 | Y pestis TopoI: 44 | PfHsp40 yeast: 0.6 | BH1578 lux ind: i | TcdB GH inh: x | SSB-PriA inh: -17 | PrPC surface inh: 9 | Anthrax LF prot: 1
> CNC(=O)c1cc2c(=O)n3cc(C)ccc3nc2n(C(C)C)c1=N
  BoNT A protease: 1.5 | SARS 3CLpro inh: 0 | Y pestis TopoI: 0 | PfHsp40 yeast: -2.3 | BH1578 lux ind: -0.3 | TcdB GH inh: x | SSB-PriA inh: -13 | PrPC surface inh: -8 | Anthrax LF prot: -3
> O=C(CNC(=S)N(CCCN1CCOCC1)Cc1cccs1)NC1CC1
  BoNT A protease: -0.2 | SARS 3CLpro inh: 1 | Y pestis TopoI: 4 | PfHsp40 yeast: 0.9 | BH1578 lux ind: -0.3 | TcdB GH inh: x | SSB-PriA inh: -5 | PrPC surface inh: -5 | Anthrax LF prot: -2
> CCC(=O)Nc1ccc(NC(=O)CSc2nnc(-c3ccco3)n2C)cc1
  BoNT A protease: -1.3 | SARS 3CLpro inh: 1 | Y pestis TopoI: -7 | PfHsp40 yeast: -0.3 | BH1578 lux ind: -0.5 | TcdB GH inh: 1.8 | SSB-PriA inh: -3 | PrPC surface inh: 2 | Anthrax LF prot: 9

New compounds follow:
Results follow in this order: BoNT A protease	SARS 3CLpro inh	Y pestis TopoI	PfHsp40 yeast	BH1578 lux ind	TcdB GH inh	SSB-PriA inh	PrPC surface inh	Anthrax LF prot
- O=C(O)c1ccc(NS(=O)(=O)c2cccc3nsnc23)cc1
→ -0.8	-6	1	-1.9	-0.3	1.7	-7	-11	-1
- CCc1ccc([C@@H]2CC=C(C(=O)O)CN2S(=O)(=O)c2ccc(C)cc2)cc1
→ -0.5	x	13	-0.2	-0.6	1.4	7	-1	-5
- COC(=O)c1ccccc1NC(=O)C(C)c1ccc([N+](=O)[O-])cc1 (stereo not given)
→ -0.2	4	18	1.0	-2.7	2.3	2	-7	-3
- CCOc1ccccc1NC(=O)CCC(=O)Nc1nnc(C2CCCCC2)s1
→ -1.7	-3	-4	0.7	-0.5	1.9	-2	0	-4
- CC(C)OCCCN1C(=O)c2[nH]nc(-c3ccccc3O)c2C1c1cccc(Cl)c1 (stereo not given)
→ 0.0	5	2	8.0	1.6	x	0	-3	-3
- COc1ccc(OC)c(C2C/C(=N/O)C(C)C(c3cc(OC)ccc3OC)N2)c1 (stereo not given)
→ -2.8	x	-2	-2.3	-0.2	-0.5	x	-1	7
- C/C=C/C(=O)Nc1cccc(C2=NOC3(C2)C[C@@H](C(N)=O)N(C(=O)c2cc([N+](=O)[O-])cc([N+](=O)[O-])c2)C3)c1 (stereo not given in full)
→ -0.8	x	-13	-0.8	i	0.8	-3	-47	-1
- COc1cc(NC(=O)c2cccc([N+](=O)[O-])c2)ccc1NC(=O)c1ccco1
→ 0.2	-1	-9	-0.5	-0.3	0.3	8	-10	-1
- CCc1nnc(NC(=O)C2CCCN(C(=O)c3ccc(Cl)cc3)C2)s1 (stereo not given)
→ 1.3	x	9	0.9	i	1.0	-3	-1	4
- O=C(O)c1cc(S(=O)(=O)NC23CC4CC(CC(C4)C2)C3)ccc1Cl
→ -3.9	0	5	0.8	0.9	-6.3	-3	0	2
- CCOC(=O)CSc1ncnc2c1cnn2-c1ccc(Cl)cc1
→ -0.3	3	6	0.3	i	x	-13	-3	-5
- CCn1cnc2cc(NCc3cccc(OC)c3O)ccc21
→ -2.0	3	4	-0.4	-0.4	-3.9	11	-4	-8
- COc1ccc(/C=C2\N=C(C)OC2=O)cc1OC(C)=O
→ -1.2	0	0	-0.3	-18	-0.1	-9	0	8
- COc1ccc(-c2sc3ccc(N4CCOCC4)cc3c2-c2ccc(OC)c(F)c2)cc1
→ -0.1	8	-2	-1.0	0.6	0.6	3	0	-9
- O=C1CC(CCC(=O)NC2CC2)c2ccccc2N1 (stereo not given)
→ 0.7	-2	5	-0.6	0.5	x	-28	-2	0
- O=C(C[C@@H]1C/C=C\C[C@H](NC(=O)OCC2c3ccccc3-c3ccccc32)C(=O)OC[C@@H]2CCCN2C1=O)N[C@@H](CO)Cc1ccccc1
→ 0.8	x	9	-0.7	i	2.3	x	-2	2
- CCc1nn(CC(=O)Nc2cc(C)ccc2C)c(=N)s1
→ -0.4	-3	-3	1.0	i	-1.2	-3	9	-7
- COc1ccc(S(=O)(=O)N2CCN(C(=O)c3ccco3)CC2)c(C)c1C
→ -5.3	-3	12	-0.4	-0.2	-0.8	-6	-3	14
- C=CC[C@@H](CC(=O)N(CCO)Cc1ccccc1)C(=O)N[C@@H](COC(=O)[C@@H](CC=C)Cc1ccc(F)cc1)Cc1ccccc1
→ -0.3	x	2	-0.8	-0.4	1.2	-59	1	1
- Cc1nn(-c2ccccc2)c(N)c1C1(O)C(=O)N(C)c2ccccc21 (stereo not given)
→ -0.7	0	12	-0.8	i	x	-9	9	0
- Nc1ccc(C(=O)Nc2cccc(N)c2)cc1
→ -4.4	4	-8	-0.2	-1.0	1.1	-15	11	0
- O=C(Cn1nc(CNc2ccc(Cl)cc2)[n+]2c1CCCCC2)c1ccccc1
→ -0.8	-4	-7	1.4	-3.1	-6.1	-3	5	-2
- CCOc1ccc(C2/C(=C(\O)c3ccc4c(c3)OCCO4)C(=O)C(=O)N2CCCn2ccnc2)cc1OC (stereo not given)
→ -1.3	4	8	0.8	-0.2	1.6	x	0	-3
- O=S(=O)(NCCC(c1ccc(F)cc1)c1ccco1)c1ccccc1 (stereo not given)
→ -1.4	5	28	2.2	-0.2	x	-25	4	-1
- CSc1ccc(Cl)c(C(=O)Nc2ccc(N3CCOCC3)cc2)c1
→ -0.7	-3	-2	0.6	-1.3	-1.6	-7	8	-5

Compound activity: PubChem, several laboratories
